Compound activity from PubChem BioAssay.
p97 ATPase inh: human p97 ATPase inhibition; AID 1481; inhibition, % at 8 µM; recombinant p97 ATPase, Kinase-Glo ATP luminescence, 3 h; P55072; 0.42% of 220,000 active; in the data active = inhibition above about 15%;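 note: 0% = DMSO vehicle and 100% = wells lacking enzyme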
EP2 modulator: modulators of human EP2 prostaglandin E2 receptor | P43116 | EP2-expressing cells, cAMP HTRF FRET, PGE2 co-stimulation | induction, % at 25 µM | 0.83% of 260,000 active | AID 940;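 active = compounds whose cAMP rise, as percent of the full-agonist control response, exceeds 60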;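 note: rat C6 glioma line stably carrying human EP2 under a CMV promoter; the protocol text gives 20 µM as final concentration; 100% = response of wells given 1 µM PGE2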
eIF4E 4G PPI: eIF4E/eIF4G interaction inhibition in translation initiation; P63073+Q04637; TR-FRET eIF4E-eIF4GI(517-606) binding, 2 h; inhibition, % at 21.7 µM; 0.37% of 220,000 active; AID 782;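 active = inhibition above about 30%, limit read from the data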;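 note: 0% = full FRET control wells and 100% = background wells lacking eIF4GI fragment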
EP2 antag: inhibitors of human EP2 prostaglandin E2 receptor. 0.52% of 260,000 active. P43116. inhibition, % at 25 µM. C6 glioma cells expressing human EP2, cAMP TR-FRET; cells stimulated with saturating PGE2. AID 1422;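 active = percent inhibition above 40 after rounding to a whole number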;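 note: rat C6 glioma host cells with rolipram phosphodiesterase inhibitor present; the protocol text gives 20 µM as final concentration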
NPY-Y1 PAM-ag: human NPY-Y1 potentiation or agonism, primary screen. P25929. NPY-Y1 expressing cells, potentiator/agonist activation. activation, % at 3.6 µM. 0.37% of 220,000 active; in the data active = activation above about 33%, passing the limit was not always enough;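 note: cells stimulated with NPY at EC10 then isoproterenol at EC100; 0% = low agonist plus stimulus and 100% = saturating agonist plus stimulus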
NPY-Y1 antag: antagonists of human neuropeptide Y receptor Y1. 1% of 200,000 active. P25929. AID 1040. inhibition, % at 3.6 µM. HEK293-CNG Y1 cells, membrane potential fluorescence; NPY at EC95, then isoproterenol;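 active = inhibition above the campaign mean inhibition of all tested compounds plus 3 SD, cut at about 20% in these data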;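 note: 0% = DMSO wells given NPY plus isoproterenol and 100% = isoproterenol alone without NPY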
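System: HEK293 cells with Y1 receptor plus CNG channel / Probe or stimulus: NPY 25 nM then isoproterenol 1 µM plus Ro 20-1724 25 µM / Compound: one concentration, 3.6 µM, in 0.4% DMSO / Schedule: compound incubation 1 h at room temperature, readout 45 min post-stimulation / Measured by: membrane potential fluorescence / Read-out: % inhibition of NPY effect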
S1P4 ag: activates the human S1P4 receptor. activation, % at 4.98 µM. O95977. AID 1509. S1P4-expressing cell line, agonist reporter assay. 0.35% of 220,000 active; in the data active = activation above about 11%;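 note: 0% = DMSO vehicle and 100% = reference agonist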
Target sequence (O95977 whole entry, looked up): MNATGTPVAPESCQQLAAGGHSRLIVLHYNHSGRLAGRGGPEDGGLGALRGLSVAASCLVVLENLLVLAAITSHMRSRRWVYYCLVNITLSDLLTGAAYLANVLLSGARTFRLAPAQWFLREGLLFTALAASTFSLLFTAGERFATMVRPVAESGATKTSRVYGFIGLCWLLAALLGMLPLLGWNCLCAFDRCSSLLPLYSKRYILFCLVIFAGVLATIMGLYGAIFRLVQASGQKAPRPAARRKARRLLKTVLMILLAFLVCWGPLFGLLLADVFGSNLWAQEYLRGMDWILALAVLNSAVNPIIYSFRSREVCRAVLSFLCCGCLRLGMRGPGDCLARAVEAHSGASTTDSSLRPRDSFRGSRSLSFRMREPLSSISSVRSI
NPY2 pot ag: potentiators or agonists of human neuropeptide Y receptor Y2. P49146. cells expressing NPY-Y2, potentiator/agonist read-out. activation, % at 3.6 µM. 0.45% of 220,000 active; in the data active = activation above about 27%;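 note: cells stimulated with NPY near EC25 plus isoproterenol at EC100; 0% = vehicle plus submaximal agonist and 100% = vehicle plus saturating agonist; some results beyond the cut were filed as inactive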
Target sequence (P49146 whole entry, looked up): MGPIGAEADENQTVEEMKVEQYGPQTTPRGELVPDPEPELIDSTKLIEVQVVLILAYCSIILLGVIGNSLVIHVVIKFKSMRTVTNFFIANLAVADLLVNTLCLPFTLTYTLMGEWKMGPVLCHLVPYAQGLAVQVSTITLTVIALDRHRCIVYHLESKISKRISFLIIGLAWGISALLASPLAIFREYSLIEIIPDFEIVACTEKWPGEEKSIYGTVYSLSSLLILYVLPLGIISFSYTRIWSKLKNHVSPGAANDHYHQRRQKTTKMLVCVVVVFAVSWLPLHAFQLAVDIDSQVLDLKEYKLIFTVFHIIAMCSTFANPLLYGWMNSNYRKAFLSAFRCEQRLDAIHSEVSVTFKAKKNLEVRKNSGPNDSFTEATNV
S1P4 antag: human S1P4 receptor antagonism; 0.26% of 220,000 active; O95977; S1P4-expressing cells, antagonist mode, reporter read-out; inhibition, % at 4.98 µM; in the data active = inhibition above about 29%;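 note: 0% = wells stimulated with agonist and 100% = vehicle wells without agonist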
Starred values were filed as active, the others as inactive; x = not tested or not shown; & = joins results of further samples; [ ] = remark or other dose. A portion of the library. The share of hits here may be higher or lower than overall.

molecule	p97 ATPase inh	EP2 modulator	eIF4E 4G PPI	EP2 antag	NPY-Y1 PAM-ag	NPY-Y1 antag	S1P4 ag	NPY2 pot ag	S1P4 antag
O=C(NCc1ccco1)c1c(O)c2cccc3c2n(c1=O)CCC3	5	44	4	14	4	6	-0.7	11	1
CC1CCCC/C1=N\NC(=S)Nc1ccccc1 (configuration not stated)	0	-1	-1	15	-13	6	-1.7	-2	7
Cc1ccc2c3c1C(=O)C(=O)N3C(C)(C)CC2C (configuration not stated)	-1	25	-5	8	8	-2	0.5	3	-6
CC1=[N+]([O-])C(C)(C)C(C)N(O)C1=O (configuration not stated)	3	3	3[fluorescence artefact?]	15	1	-8	0.4	-4	-5
OC(CN1c2ccccc2Sc2ccccc21)Cn1nnc2ccccc21 (configuration not stated)	2	-20	8	10	13	-8	-1.1	13	8
O=C(Nc1nc(-c2ccccn2)cs1)c1ccco1	3	-20	7	10	-6	7	0.1	1	1
CCN(C(=O)CSc1ncccc1C(=O)OC(C)C)c1cccc(C)c1	-2	43	6	12	9	5	0.6	-1	-5
O=C1CCCN1c1ncc(S(=O)(=O)c2ccc([N+](=O)[O-])cc2)s1	-3	-19	0	12	-18	-2	-2.1	-8	-10
CN(C)c1ccc(CNc2ncc(Br)cc2Br)cc1	-8	14	13	5	5	5	-0.2	5	-7
Cc1cc2c(=O)[nH]cnc2s1	5	7	3	11	-5	-1	1.4	-4	-5
C=CCc1c(C)nc(C)nc1N/N=C/c1ccccc1	2	-17	1[fluorescence artefact?]	11	-8	4	2.0	-10	-11
CCOC(=O)c1c(NC(=O)CSc2cccc[n+]2[O-])sc(C(=O)Nc2ccccc2)c1C	3	-22	-3	3	0	0	0.5	-6	5
O=C(Nc1ccc(F)cc1)N1CCN(c2nc3ccccc3s2)CC1	-2	-34	-6	6	2	-3	0.1	4	-15
OCC(C#CCN1CCCCC1)NCc1ccccc1 (configuration not stated)	4	-2	-9	4	1	4	1.1	8	-15
COc1cccc(/C=N/NC(=O)C(=O)N/N=C/c2cccc(OC)c2O)c1O	-1	-7	-12	6	-10	-2	2.0	-9	-2

Single records, as listed above. Order of screens: p97 ATPase inh	EP2 modulator	eIF4E 4G PPI	EP2 antag	NPY-Y1 PAM-ag	NPY-Y1 antag	S1P4 ag	NPY2 pot ag	S1P4 antag
O=C(Nc1nc(-c2ccccn2)cs1)c1ccco1 is listed with 3	-20	7	10	-6	7	0.1	1	1
Cc1ccc2c3c1C(=O)C(=O)N3C(C)(C)CC2C (configuration not stated) is listed with -1	25	-5	8	8	-2	0.5	3	-6
OCC(C#CCN1CCCCC1)NCc1ccccc1 (configuration not stated) is listed with 4	-2	-9	4	1	4	1.1	8	-15
C=CCc1c(C)nc(C)nc1N/N=C/c1ccccc1 is listed with 2	-17	1[fluorescence artefact?]	11	-8	4	2.0	-10	-11

Continuation.
molecule	p97 ATPase inh	EP2 modulator	eIF4E 4G PPI	EP2 antag	NPY-Y1 PAM-ag	NPY-Y1 antag	S1P4 ag	NPY2 pot ag	S1P4 antag
O=C1/C(=C\c2ccccc2Cl)SC(=S)N1CCC(=O)N1CCCc2ccccc21	-4	20	3	10	-19	-3	-0.4	-6	3
COc1cc2nc(NC(=O)c3ccc(Cl)cc3)[nH]c(=O)c2cc1OC	-6	-31	8	27	-15	4	-3.4	-12	-12
CN(CC(=O)N1CCCc2c1c(=O)oc1ccc(O)cc21)Cc1ccccc1	0	-23	3	9	-22	2	2.0	-1	6
COC(=O)c1ccccc1NC(=O)CN1CCC(n2nnc3cc(F)ccc32)CC1	-4	31	-16	13	-15	9	0.6	3	-26
O=[N+]([O-])c1ccccc1-c1ccc(C(=S)N2CCCC2)o1	3	12	-1	6	-11	2	2.6	6	-12
COC(Cc1n[nH]c(=S)n1-c1ccc(Cl)cc1)OC	-4	15	-1	8	3	4	-1.4	1	4
CCC(CC)C(=O)NCCc1cc2cc(C)c(C)cc2[nH]c1=O	-3	-5	-2	10	-12	0	-1.6	-2	-11
CC1(C)NC(=O)N(CCOCCSc2ccccc2)C1=O	3	26	-4[fluorescence artefact?]	7	-11	1	-1.2	-2	-5
COc1ccc(OCCCC(=O)NCCc2nc3ccccc3[nH]2)cc1	4	-9&8	1	8&7	5	2	-0.6	-9	16
COc1ccc(-c2c(C(C)=O)c(C)nc3sc4c(=N)n(N)cnc4c23)cc1	5	2	25	10	-28	3	2.9	5	-29
O=C(NC(=S)Nc1ccc(S(=O)(=O)Nc2nccs2)cc1)c1ccc(F)c(F)c1	8	-16	-1	10	-1	1	2.3	0	-16
CC1CCc2c(C(=O)Oc3cccc(-n4cnnn4)c3)csc2C1 (configuration not stated)	-10	55	2	3	-18	3	0.8	-7	-20
Cc1cccc(NC(=O)Cn2nnc(-c3ccc(CN4CCCC4)cc3)n2)c1C	0	-21	-8	13	-11	5	-2.2	-14	-9
Fc1cccc(Cl)c1Cn1nnc2c(NCc3ccccn3)ncnc21	-1	3&-24	-2	8&5	1	0	-2.0	-1	-13
Cc1nn(-c2ccc(F)cc2F)c2c1-c1nc(N3CCCC3)ncc1CC2	-2	53	-6	6	-42	8	0.2	7	-11
C=C(C)CN(CC)C(=O)CC1C(=O)NCCN1Cc1c(F)cccc1Cl (configuration not stated)	-6	-4	-1	5	16	3	0.2	0	-3
O=C(CSc1nnc(-c2cccnc2)n1Cc1ccco1)c1ccc2ccccc2c1	-3	-35	-10	8	-20	3	-1.1	2	2
Cc1cc(C)c2nncn2n1	6	23	-2	3	2	x	-0.1	-7	-7
Cc1ccccc1OCCn1cnc2c(N)ncnc21	6	-2	5	5	-13	3	-0.2	0	21
CN(C)/C=N/c1cc(=O)[nH]c(=O)n1Cc1ccccc1	4	4	3	9	-35	-2	-0.2	4	12
O=C(CCNS(=O)(=O)c1cccc2nsnc12)NCc1ccc(F)cc1	-3	-15	1	10	19	1	-0.7	12	-4
Cc1ccc(CSCc2ccc(C(=O)NCC3CCCO3)o2)cc1 (configuration not stated)	2	-1	-2	5	7	5	-0.2	3	-1
COCCn1nnnc1SCC(=O)NCc1ccc2c(c1)OCO2	12	-21	-6	4	16	0	-1.0	7	-7
COCCCn1c(SCc2cccc(C(F)(F)F)c2)nc2cc(OC)c(OC)cc2c1=N	-2	6	0	10	-16	9	-3.1	-5	-19
COC(=O)c1cc(OC)c(OC)cc1NC(=O)CSc1ccccc1	-9	22	-3	9	-21	13	2.1	-17	-21
C=CCN(C(=O)CNS(=O)(=O)c1ccccc1)C(C(=O)NCCOC)c1ccncc1 (configuration not stated)	-1	9	-3	12	-12	-2	2.3	-1	11
O=C(Cc1cccs1)N1CCC(c2nc3c(nnn3Cc3ccc(F)cc3)c(=O)[nH]2)CC1	2	-8	-4	5	-5	-4	0.9	-8	-1
O=C(c1cccc(S(=O)(=O)N2CCCCC2)c1)N1CCCCC1	3	0	4	1	-38	-1	1.1	-1	-14
COc1ccc(NC(=O)Cn2nnc(C(N)=O)c2N)c(OC)c1	0	-13	-1	10	0	-1	2.4	-12	3
O=C(NCC(F)(F)F)Nc1cccnc1	5	9	3[fluorescence artefact?]	14	-13	1	0.8	-4	-10
Cc1ccccc1OCC(=O)Nc1ccc2oc(=O)ccc2c1	0	-41&-31	-2	11&6	5	9	-0.2	16	-3
CCOC(=O)N1CCc2c(sc3nc4n(c(=O)c23)N=C(C)CS4)C1	-3	2	-2	5	-7	-1	-0.8	-9	-10
COc1ccc(NC(=O)CSc2nnc(-c3ccccc3C)n2N)cc1	2	10	1[fluorescence artefact?]	8	9	-4	2.8	26	-14
Cc1cc(NC(=O)CSc2nnc(-c3cccnc3)n2C)no1	5	3	-2	7	2	0	1.4	7	-4
O=C(c1ccc(NC(=S)Nc2ccc(F)cc2F)cc1)N1CCOCC1	-3	-14	-1	1	9	-1	-0.2	4	-12
C/C(=C\C(=S)Nc1ccccc1)Nc1cccc2ccccc12	1	-21	1[fluorescence artefact?]	7	-10	-5	-1.4	-7	13
NC(=O)COC(=O)/C=C/c1ccccc1[N+](=O)[O-]	6	-6	3	10	8	8	0.7	1	-20
COc1cc(CN2CC(C)OC(C)C2)cc(OC)c1 (configuration not stated)	-6	x	x	3	19	2	-0.4	3	3
CCCCCCC(=O)NN1CCN(C)CC1	-7	14	3	10	-12	8	2.2	-6	0
CCN1CNC(=S)N(c2ccccc2OC)C1	-2	-6	-7	6	-8	-3	-0.3	-1	-15
O=C(CCC(=O)N1CCN(c2ccc(O)cc2)CC1)c1cccs1	3	19	5	8	-11	x	0.2	-6	8
CCN1CCN(C(=O)c2ccc(N3CC4CC(C3)c3cccc(=O)n3C4)c([N+](=O)[O-])c2)CC1 (configuration not stated)	4	2	-7	5	5	-1	0.1	7	19
O=C(OCC#CCSc1nnc(-c2ccc(Br)cc2)o1)c1cccs1	-7	20	-2	5	-44	5	-1.6	-12	5
CC(NC(=O)C(=O)NN=C1CCCCCCCCCCC1)c1ccccc1 (configuration not stated)	1	10	5	5	-6	-4	0.5	-6	-2
Cn1c(SCC(=O)N2CCCCC2)nnc1-c1ccc(S(=O)(=O)N2CCOCC2)cc1	4	6	-4[fluorescence artefact?]	6	-3	-7	2.7	-12	-22
CCOC(=O)N1CCN(C(=O)c2ccc3c(c2)sc2nc(-c4ccc(OC)cc4)cn23)CC1	-6	-14	-1	16	12	2	-1.2	-9	10
O=C(Cc1cccs1)Nc1nnc(SCc2ccc(C(F)(F)F)cc2)s1	3	16	7	8	-1	-5	-0.2	-13	-17
O=C1CCC(=O)N1CN(C(=O)c1ccco1)c1ccc(Cl)c(Cl)c1	-1	15	-7	11	2	3	0.5	1	10
Nc1nc2n(n1)C(=O)CC(c1ccccc1[N+](=O)[O-])N2 (configuration not stated)	12	22	3	8	-2	1	0.9	10	-17
Cc1nnc(SCc2cccc(Cl)c2)n(N)c1=O	-3	2	-1	3	-4	8	0.2	-3	-17
O=C(c1ccncc1)N1c2ccccc2Sc2ccccc21	6	1	1	7	7	2	-1.4	4	9
Cc1cc(SCC(N)=O)nc(SCC(=O)c2ccccc2)n1	-7	-10&-18	3	2&10	-1	0	-0.9	-5	0
Clc1ccccc1CNCc1ccncc1	-4	2	3	4	10	-1	-0.9	-4	-13
O=C1/C(=C/c2ccc3c(c2)OCO3)CCC/C1=C\c1ccc2c(c1)OCO2	4	38	3	10	1	8	0.0	17	-12
Cc1c(C(=O)Nc2cccc(-c3nnc4n3CCCCC4)c2)oc2ccccc12	-3	-4	4	1	-4	6	2.4	-14	-26
COC(=O)c1ccc(C(=O)OC)c(NC(=O)COC(=O)c2ccc(OC)c(OC)c2OC)c1	2	12	11	10	2	3	2.3	-4	-22
Cc1cc(N(C)C)c(C#N)c(NCc2ccccc2)n1	0	24	0	12	9	6	0.2	-2	35*
O=C(CNc1ccccc1)c1ccc([N+](=O)[O-])cc1	-2	-4	-4	32	-18	-2	-0.5	-8	3
CCOc1ccc(OCC)c(NC(=O)CN2CCC(NC(=O)c3cccc(F)c3)CC2)c1	-3	-14	-1	0	2	3	1.1	-12	-23
Cc1cccc(CC(=O)NCCn2c(C)cc3ccccc32)c1	-3	-98	1	10	8	4	0.3	2	-13
